PAFAH1B2 inh – inhibitors of human PAFAH1B2 | recombinant PAFAH1B2, FP-rhodamine activity probe, fluorescence polarization | inhibition, % at 3.39 µM | 1.2% of 340,000 active | AID 492953;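 active = inhibition above the mean of all tested compounds plus 3 SD, cut at about 24% in these data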;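 also: 0% = enzyme with DMSO and 100% = wells lacking PAFAH1B2; many of its hits are not listed in these tables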
Target sequence (P68402 whole entry, looked up): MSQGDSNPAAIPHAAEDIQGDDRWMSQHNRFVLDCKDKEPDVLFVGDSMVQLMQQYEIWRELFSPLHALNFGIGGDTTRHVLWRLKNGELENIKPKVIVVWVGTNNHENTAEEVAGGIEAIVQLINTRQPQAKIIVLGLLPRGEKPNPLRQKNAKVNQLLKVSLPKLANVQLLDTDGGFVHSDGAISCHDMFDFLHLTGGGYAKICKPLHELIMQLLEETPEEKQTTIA
MEX-5 binding – C. elegans MEX-5 TCR-2 RNA binding activity. MEX-5/FITC-TCR2 RNA binding, fluorescence polarization; hits give low values. activity score (negative = inhibition of binding), % at 10 µM. 0.38% of 300,000 active;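 active = inhibition past about -25% in most replicates, and total fluorescence under double the plate's negative control median, limit read from the data; inconclusive = replicates evenly split on the limit, or fluorescence at least double controls; inactive = too little inhibition in most replicates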;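 also: 0% = DMSO and -100% = 5 µM competing unlabeled TCR2 RNA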
Bcl-xL primary – inhibitors of human Bcl-xL. GST-Bcl-xL / FITC-Bim BH3 peptide fluorescence polarization. 0.7% of 320,000 active. Q07817. inhibition, % at 10.9 µM. AID 2129;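 active = inhibition above the mean of all tested compounds plus 3 SD, cutoff set per campaign, cut at about 30% in these data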;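 also: 0% = DMSO wells and 100% = unlabeled Bim-BH3 peptide competitor; inhibitors lower millipolarization by displacing the labeled peptide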
Fam108B inh – blocks mouse Fam108B hydrolase in RBBP9 counter-screen. recombinant Fam108B, FP-Rh probe fluorescence polarization. inhibition, % at 9.51 µM. 0.33% of 300,000 active;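 active = inhibition above the screen mean inhibition plus 3 SD, computed separately per campaign, cut at about 18% in these data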;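 also: inhibitors lower polarization as less probe binds the enzyme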
AHR act – activators of human aryl hydrocarbon receptor; P35869; AHR-responsive luciferase reporter cells, luminescence; activation, % at 5 µM; 2.5% of 320,000 active; AID 2796; in the data active = activation above about 47%;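 also: 0% = vehicle wells and 100% = reference agonist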
pPAFAH FP inh – pPAFAH (human) enzyme inhibition. 1.5% of 330,000 active. inhibition, % at 3.39 µM. recombinant pPAFAH, FP-rhodamine probe fluorescence polarization. Q13093;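 active = inhibition above the mean inhibition across the screen plus 3 SD, cut at about 25% in these data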;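 also: inhibitors block binding of the rhodamine activity-based probe so polarization drops; 0% = enzyme with DMSO and 100% = wells lacking pPAFAH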
Target sequence (Q13093 whole entry, looked up): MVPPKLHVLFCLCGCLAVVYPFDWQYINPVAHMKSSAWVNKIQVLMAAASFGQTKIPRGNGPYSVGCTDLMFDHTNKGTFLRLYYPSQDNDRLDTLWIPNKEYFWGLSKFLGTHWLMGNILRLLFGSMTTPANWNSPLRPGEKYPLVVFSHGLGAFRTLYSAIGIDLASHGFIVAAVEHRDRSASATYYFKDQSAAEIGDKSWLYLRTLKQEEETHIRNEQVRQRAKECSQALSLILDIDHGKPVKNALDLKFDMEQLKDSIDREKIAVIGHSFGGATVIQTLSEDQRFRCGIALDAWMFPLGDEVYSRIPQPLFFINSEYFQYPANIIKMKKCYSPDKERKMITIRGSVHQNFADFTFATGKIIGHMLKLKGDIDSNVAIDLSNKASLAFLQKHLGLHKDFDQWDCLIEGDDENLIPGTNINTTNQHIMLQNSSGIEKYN
MCL1-BIM inh – disrupts human MCL1 binding to BIM-BH3 peptide | AID 2057 | inhibition, % at 10.9 µM | GST-MCL1 / FITC-Bim-BH3 fluorescence polarization | 0.68% of 320,000 active | Q07820;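 active = inhibition above the mean inhibition of all tested compounds plus 3 SD, set per campaign, cut at about 40% in these data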;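 also: 0% = DMSO wells and 100% = unlabeled Bim-BH3 peptide control; higher means more loss of mP so more displacement of Bim peptide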
Target sequence (Q07820 whole entry, looked up): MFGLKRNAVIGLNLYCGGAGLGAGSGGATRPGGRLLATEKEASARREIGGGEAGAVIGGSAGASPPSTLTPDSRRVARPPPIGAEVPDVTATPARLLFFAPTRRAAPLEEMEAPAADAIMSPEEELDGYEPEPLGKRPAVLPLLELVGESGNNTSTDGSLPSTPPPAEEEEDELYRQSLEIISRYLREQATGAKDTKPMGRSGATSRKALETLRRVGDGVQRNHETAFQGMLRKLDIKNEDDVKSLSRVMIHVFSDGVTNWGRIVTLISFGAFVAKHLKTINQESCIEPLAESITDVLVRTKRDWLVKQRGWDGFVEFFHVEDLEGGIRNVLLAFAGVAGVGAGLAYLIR
GLD-1 TGE inh – GLD-1-TGE RNA interaction inhibition (C. elegans); AID 2280; 0.44% of 320,000 active; inhibition, % at 5.96 µM; purified GLD-1 + fluorescein TGE RNA, fluorescence polarization;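 active = percent inhibition above a per-plate cutoff, the plate mean of test compounds plus 3 SD, cut at about 30% in these data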;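 also: 0% = DMSO wells with GLD-1 and probe and 100% = wells lacking GLD-1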
PME-1 inh – blocks human protein phosphatase methylesterase 1. inhibition, % at 5.9 µM. recombinant PME-1, FP-Rh probe fluorescence polarization. 0.53% of 320,000 active. AID 2130;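 active = inhibition above the campaign mean of all compounds plus 3 SD, cut at about 26% in these data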;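 also: competitive labeling of PME-1 active site by serine hydrolase directed probe; 0% = PME-1 with DMSO and 100% = wells lacking PME-1 enzyme; inhibitors block probe labeling so polarization falls and inhibition rises; many of its hits are not listed in these tables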
* hit, by the source's call; ? = inconclusive; . = not tested or not shown. An excerpt; count on the stated rates, not on these rows.

SMILES | PAFAH1B2 inh | MEX-5 binding | Bcl-xL primary | Fam108B inh | AHR act | pPAFAH FP inh | MCL1-BIM inh | GLD-1 TGE inh | PME-1 inh
O=C(N/N=C\c1ccc(CNS(=O)(=O)c2ccccc2)o1)C(=O)Nc1ccc(F)cc1 | -2 | -0.8 | 4 | -10 | 5 | 7 | 6 | 1 | -13
O=[N+]([O-])c1ccc(Cl)cc1N1CCOCC1 | -1 | -2.1 | 6 | -6 | 1 | 2 | 9 | 2 | 3
COc1ccc(OC)c(NC(=O)CSc2ccc3nnc(-c4ccccn4)n3n2)c1 | 7 | 0.3 | 9 | 7 | 8 | 3 | 9 | 4 | 6
COc1ccc(CCN2CC(C(=O)Nc3nnc(Cc4ccccc4)s3)CC2=O)cc1OC (stereo not given) | 19 | . | -1 | . | 0 | 0 | 6 | -8 | -2
Cc1c(-c2ccccc2)sc2nc[nH]c(=S)c12 | 0 | -1.6 | 9 | -1 | 1 | 4 | 6 | 3 | 6
COc1ccc(-n2nnc3c(=O)n(CC(=O)Nc4cc(C)on4)cnc32)cc1 | 1 | -1.9 | -3 | -1 | 1 | 1 | -4 | 6 | 1
OC1CCCN(c2c3c(nc4cc(-c5cccc(Cl)c5)nn24)CCC3)C1 (stereo not given) | -1 | -0.8 | -1 | -1 | -5 | 8 | 0 | 4 | 8
C=CCN(c1ccccc1)S(=O)(=O)c1cc2c(cc1C)N(C)CCO2 | 8 | -0.4 | 3 | 3 | 0 | 1 | 5 | -2 | 5
Cc1cccn2c(=O)c3cc(S(=O)(=O)c4ccc(F)cc4)c(=N)n(Cc4ccco4)c3nc12 | 6 | -0.2 | 12 | 0 | -5 | 11 | 15 | 1 | -3
Cc1ccc(NC(=O)CSc2nnc(Cn3c(=O)sc4ccccc43)n2C)cc1 | 5 | -0.6 | -5 | 1 | 11 | 4 | -3 | 3 | 1
CSCc1ccc(C(=O)NCc2ccccc2)cc1 | -3 | -1.9 | 3 | 3 | 3 | 0 | -1 | 1 | 4
Cc1ccc(C)c(NC(=O)C2CC(O)CN2C(=O)OC(C)(C)C)c1 (stereo not given) | 0 | 0.0 | 6 | 3 | -1 | 5 | 3 | 1 | 5
O=C(NC(=S)NCc1nc2ccccc2[nH]1)c1ccccc1F | -3 | 1.6 | 9 | -4 | 28 | -3 | 3 | -8 | -3
Cc1ccc(N(C(C)C(=O)Nc2ccc3c(c2)OCO3)S(C)(=O)=O)cc1 (stereo not given) | -2 | 0.0 | 4 | -4 | 21 | 5 | -1 | -10 | 0
O=C(CCS(=O)(=O)c1ccc(Br)s1)N1CCc2ccccc21 | 8 | -0.4 | 2 | -2 | 3 | 4 | 0 | 9 | 6
CCOC(=O)c1ccc(CS(=O)c2ccc(Cl)cc2)o1 (stereo not given) | 1 | 2.1 | -6 | 1 | -3 | 5 | 0 | 1 | -7
CCc1cc2cccc(C)c2nc1SCC(=O)NNC(=O)c1ccco1 | 4 | 1.0 | 2 | -4 | 3 | 7 | 5 | 7 | 1
CCCOc1ccc(C(=O)N2CCN(Cc3ccc4c(c3)OCO4)CC2)cc1 | 10 | -0.1 | 3 | -4 | 9 | 3 | 6 | 12 | -1
O=C(Nc1ccccc1N1CCOCC1)c1cccc(NS(=O)(=O)c2ccc(F)c(F)c2)c1 | 8 | 0.4 | -5 | -5 | -2 | -2 | 2 | 7 | 1
O=C(CCSc1ccc(F)cc1)NNC(=O)c1ccc([N+](=O)[O-])cc1 | 28* | . | 1 | . | 0 | 6 | 0 | 6 | 2
CCN(CC)C(=O)C1CCCN(Cc2nc(-c3cnccn3)no2)C1 (stereo not given) | 0 | -0.3 | 4 | 0 | 0 | 3 | -2 | 3 | 3
Cc1c(O)ccc(C(=O)CN2CCN(c3ccccc3F)CC2)c1O | 3 | -0.3 | 8 | 2 | 1 | 2 | 9 | 4 | 7
Cc1ccc(CC2CC(=O)N(C(Cc3ccccc3)C(=O)O)C2=O)cc1 (stereo not given) | 20 | 0.9 | 3 | 1 | -1 | -2 | 1 | 7 | 2
CCOC(=O)C1(Nc2nccs2)Sc2ccccc2NC1=O (stereo not given) | 3 | -0.3 | 1 | 1 | 8 | -5 | 7 | -2 | 3
CCCCNC(=O)C1CCN(Cc2ccccn2)CC1 | -3 | -5.2 | 1 | 5 | 3 | -1 | 6 | -3 | 0
More entries follow.
SMILES | PAFAH1B2 inh | MEX-5 binding | Bcl-xL primary | Fam108B inh | AHR act | pPAFAH FP inh | MCL1-BIM inh | GLD-1 TGE inh | PME-1 inh
CCN(CC)Cc1ccccn1 | 1 | -2.2 | 3 | 0 | 0 | 2 | -3 | 3 | 0
O=C(/C=C/c1c(Cl)cccc1Cl)N1CCOCC1 | 3 | ? | 2 | 0 | 2 | -4 | 18 | 5 | 4
COc1cccc(NC(=O)NCCc2ccc(Cl)cc2)c1 | 15 | -2.6 | 3 | 4 | 2 | 3 | 7 | 4 | -2
CCc1ccc(C(=O)NN=C2CCCCCC2)s1 | 3 | 1.5 | 5 | 7 | 18 | 2 | 11 | 10 | -6
Cc1ccc(-c2nnc3ccc(SC(C)C(=O)O)nn23)cc1 (stereo not given) | 3 | -2.6 | 1 | 1 | 10 | 6 | 0 | 4 | 0
O=C(c1cc2ccccc2c(=O)o1)N1CCCc2ccccc21 | 7 | 0.1 | 2 | 1 | 1 | 1 | 1 | 3 | 3
O=[N+]([O-])c1ccccc1S(=O)(=O)N1CCN(Cc2ccsc2)CC1 | . | 0.6 | 3 | 2 | 1 | -4 | 0 | -2 | 1
O=C(Nc1cc(Cl)cc(Cl)c1)c1cccnc1 | 6 | 1.8 | 3 | -4 | 36 | 3 | -8 | 4 | -8
C/C(=C\C(=O)c1cccnc1)Nc1ccc(O)cc1 | 0 | -1.5 | 7 | 48* | 20 | 38* | 8 | 31* | -16
CCCC(=O)C1=C(N(C)c2ccccc2)CC(C)(C)C(C(=O)OC)C1=O (stereo not given) | 1 | . | 4 | -5 | 7 | -2 | -1 | -10 | -6
Cc1cccc(N2CCN(C(=O)Cn3nc(C)n4cccc4c3=O)CC2C)c1 (stereo not given) | 0 | 1.8 | 6 | 4 | 0 | 4 | 8 | 6 | 2
COc1ccc(NC(=O)Nc2c[nH]c(=O)[nH]c2=O)cc1 | -1 | 1.3 | 4 | 0 | 3 | -4 | 7 | 0 | 0
CC(=O)Nc1ccc(N(C)S(C)(=O)=O)cc1 | 7 | -0.9 | -1 | -2 | -2 | -1 | 1 | 6 | 7
CC(=O)N1CCN(CC(=O)c2ccc(Br)cc2)CC1 | 6 | -0.3 | 5 | 8 | 5 | 1 | 7 | 3 | 7
NC(=O)c1ccc(NC(=O)C2CCCC2)cc1 | 4 | 1.5 | 10 | 1 | 0 | 1 | 9 | 2 | -3
Cc1cc(C)n(-c2nc(NCCO)c3c4c(sc3n2)CCCC4)n1 | 0 | 3.3 | 1 | 1 | 47* | 6 | 5 | -1 | 3
COc1cc(/C=N/n2nnnc2N)ccc1O | 0 | -0.4 | 1 | 2 | 1 | 9 | -3 | 20 | -5
CC(=O)N[C@H]1[C@H](OCc2ccccc2F)O[C@H](COC(C)=O)[C@@H](OC(C)=O)[C@@H]1OC(C)=O | 3 | 0.7 | 4 | 1 | -1 | 3 | -4 | -3 | -2
CC(=O)N1CCc2cc(S(=O)(=O)NC(CC(C)C)C(=O)Nc3cc(C)ccn3)ccc21 (stereo not given) | 4 | -0.7 | 7 | -5 | 1 | -1 | 8 | 2 | -2
CNC(=O)c1cc(S(=O)(=O)Nc2ccc(C)cc2C)ccc1C | -3 | -0.5 | 1 | 0 | -1 | 30* | 0 | 1 | -1
CC(C)Cc1nnc(NC(=O)CSc2ncn[nH]2)s1 | 1 | 1.8 | 3 | 8 | 6 | 2 | 13 | 3 | 3
O=C(c1cccc(N2CCNC2=O)c1)N1CCCC(Nc2cccc(F)c2)C1 (stereo not given) | -2 | -2.3 | 2 | 0 | 9 | -4 | -2 | 1 | 8
O=C1/C(=C/c2ccccc2Cl)SC(=S)N1CCC(=O)N1CCCCC1CCO (stereo not given) | 3 | -0.8 | 8 | 1 | 7 | 1 | 7 | -5 | -1
COCCn1c(SCC(=O)N2CC(=O)Nc3ccccc32)nnc1-c1ccoc1C | -2 | 0.0 | -1 | -2 | -2 | 5 | 0 | -2 | 4
CCn1c(SCC(=O)N/N=C/c2ccccc2OCC(=O)O)nnc1-c1ccc(OC)cc1 | 5 | 0.3 | -10 | -1 | 1 | 4 | 5 | 2 | -1
Following part.
SMILES | PAFAH1B2 inh | MEX-5 binding | Bcl-xL primary | Fam108B inh | AHR act | pPAFAH FP inh | MCL1-BIM inh | GLD-1 TGE inh | PME-1 inh
COc1ccc(CNC(=O)C(C)n2ccc3cc(S(=O)(=O)N4CCCCCC4)ccc32)cc1 (stereo not given) | 3 | 1.0 | -1 | -10 | 1 | 6 | 4 | 6 | -9
CCn1c(COc2ccc(=O)n(-c3ccccc3)n2)nnc1SCc1cccc(OC)c1 | 7 | -2.3 | -2 | 2 | -1 | -1 | -4 | 5 | -4
O=S(=O)(Nc1ccc(-c2ccc(N3CCOCC3)nn2)cc1)c1ccc(Cl)c(Cl)c1 | -1 | 1.5 | -3 | 0 | -1 | 12 | -3 | -6 | 1
N/C(=N\OC(=O)COc1ccc2ccccc2c1)c1ccccn1 | 9 | 0.7 | 8 | 0 | -5 | 0 | -5 | 8 | -4
COc1ccc(S(=O)(=O)NC2CCN(Cc3ccccc3)CC2)cc1NC(C)=O | 0 | . | 7 | . | 2 | 1 | 7 | -1 | 4
COc1ccccc1N(CC(=O)Nc1cc(S(=O)(=O)N(C)C)ccc1C)S(=O)(=O)c1cccs1 | -2 | . | . | . | 4 | -5 | . | 1 | .
CCOC(=O)c1cc(NC(=O)c2cccnc2)ccc1N1CCOCC1 | 5 | 1.6 | 3 | 1 | 27 | 6 | 1 | -7 | -6
Cc1cc([N+](=O)[O-])ccc1NC(=O)CN1CCN(Cc2ccccc2)CC1 | 2 | -2.2 | 2 | 0 | -2 | 0 | -2 | 2 | 6
Fc1ccc(NC(=S)NC2CCN(Cc3ccccc3)CC2)cc1 | 3 | -0.4 | 3 | -2 | 2 | 1 | -4 | 2 | -5
CCOc1ccc(NS(=O)(=O)c2ccc(C(=O)N3CCN(C(C)=O)CC3)cc2)cc1 | 2 | 0.3 | 3 | -4 | 0 | 19 | 3 | 2 | 1
CCOc1cc(NS(=O)(=O)c2ccccc2)c(OCC)cc1NC(=O)c1ccco1 | 2 | -1.3 | 8 | 1 | 12 | 31* | 8 | 10 | 6
COC(=O)C(C)Sc1ncnc2c1c(-c1ccccc1)cn2-c1ccc(OC)cc1 (stereo not given) | -1 | -4.4 | 4 | -5 | 0 | 17 | 8 | 2 | -2
Cc1ccc(C(=O)Cc2ccccc2)o1 | 1 | -0.1 | 0 | -5 | 2 | 4 | 0 | 2 | 5
Cc1ccc(OCC(O)Cn2c(N3CCCCC3)nc3c2c(=O)[nH]c(=O)n3C)cc1 (stereo not given) | 4 | -2.0 | 0 | -2 | 3 | 8 | -5 | 0 | 3
O=C(COc1ccc(NC(=O)c2ccccc2[N+](=O)[O-])cc1)c1ccc(F)cc1 | 3 | 2.3 | 1 | 1 | -1 | 1 | 5 | 1 | 4
CC1(C)Cc2c(sc(NC(=O)c3ccc(S(=O)(=O)N4CCCC4)cc3)c2C#N)C(C)(C)N1 | 3 | -0.1 | -1 | -1 | -6 | 2 | 3 | 3 | 2

Assay outcomes deposited in PubChem by several laboratories.
